High-throughput results deposited in PubChem BioAssay by National Center for Advancing Translational Sciences (NCATS).
Cycloheximide cs: counter-screen for Shiga toxin inhibitors: cycloheximide protein synthesis inhibition. cell reporter, cycloheximide protein synthesis inhibition counterscreen. max response, %. 300,000 tested, 12% active. AID 2314; in the data active = max response mostly above about 13%, no sharp cut-off; inactive = mostly below about 14%; note: read at 38.3 µM for the half of the compounds with a filed dose; 0% is about no effect
FBPA Giardia inh: blocks Giardia fructose-bisphosphate aldolase activity; A8B2U2; purified Giardia FBPA; Potency, µM (titrated, usually from 59.6 µM), without a hit: at the top dose activity, negative = inhibition, most hits filed as inhibitors; 290,000 tested, 0.71% active; AID 2451; note: potency is the fitted concentration of half-maximal effect; % is set by controls: 0 for no effect and ±100 for the full control effect; nearly all actives have a fitted effect of over 55% in size
Target sequence (A8B2U2 whole entry, looked up): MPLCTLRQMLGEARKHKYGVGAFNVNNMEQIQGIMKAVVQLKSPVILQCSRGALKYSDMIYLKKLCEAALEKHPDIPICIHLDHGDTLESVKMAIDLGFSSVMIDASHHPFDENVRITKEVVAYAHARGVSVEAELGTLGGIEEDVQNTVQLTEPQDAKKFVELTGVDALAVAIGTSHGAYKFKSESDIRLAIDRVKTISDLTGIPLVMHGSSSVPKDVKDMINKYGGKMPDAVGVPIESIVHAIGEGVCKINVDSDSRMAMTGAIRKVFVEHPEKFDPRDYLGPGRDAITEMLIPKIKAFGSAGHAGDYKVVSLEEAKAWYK
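40 nM FBPA preincubated 10 min at RT with compound (up to 57.5 uM final), then substrate plus GAPDH/TPI/NAD/arsenate coupling and diaphorase/resazurin added. Fluorescence read after 20 min at RT, 525/598 nm.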
Shiga toxin inh: blocks Shiga toxin action in Vero cells. Vero cells, Shiga toxin protein synthesis inhibition reporter. inhibition, % at 38.7 µM. 290,000 tested, 9.2% active; in the data active = inhibition mostly above about 28%, no sharp cut-off; inactive = mostly below about 43%; note: 0% is about no effect
Pf growth 48h: inhibits P. falciparum growth in the first generation, 48 h | Potency, µM (doses to about 28.7 µM), for the others: at the highest dose activity change, negative = inhibition, actives largely listed as inhibitors | P. falciparum luciferase growth in erythrocytes, 48 h | 310,000 tested, 5.9% active | AID 504832; note: potency is the fitted concentration of half-maximal effect; % is set by controls: 0 for no effect and ±100 for the full control effect
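Luminescence readout; reporter = integrated firefly luciferase in P. falciparum. RBC culture at 2% hematocrit, 0.1% parasitemia final, 37 C/5% CO2; decreased signal taken as growth inhibition.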
Sm TGR block: inhibitors of Schistosoma mansoni thioredoxin glutathione reductase | Q962Y6 | purified TGR, DTNB reduction, TNB absorbance 405 nm | Potency, µM (doses to about 114 µM), for inactives: top-dose activity change, negative = inhibition, most hits filed as inhibitors | 360,000 tested, 3% active | AID 485364; note: potency is the fitted concentration of half-maximal effect; % is set by controls: 0 for no effect and ±100 for the full control effect; nearly all actives have a fitted effect of over 60% in size
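TGR 20 nM + NADPH 100 uM (dispensed conc.), cpd preinc 15 min RT; start with NADPH (500 uM addition) then DTNB (15 mM addition). Kinetic TNB absorbance, 405 nm filter. Four-parameter Hill fit across titration.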
Pf growth 96h: inhibits malaria parasite growth, 96 h; 320,000 tested, 6.9% active; P. falciparum luciferase reporter growth, 96 h; Potency, µM (top dose mostly 28.7 µM), inactives show at the highest dose activity change, negative = inhibition, actives largely listed as inhibitors; AID 504834; note: potency is the fitted concentration of half-maximal effect; % is set by controls: 0 for no effect and ±100 for the full control effect
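Delayed-death screen, second-generation endpoint: infected erythrocytes, 2% hematocrit, 0.05% parasitemia final; 96 hours at 37 C, 5% CO2; luciferase detection reagent; luminescence decrease equals reduced growth.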
Active calls of the source: *; i = inactive; ? = inconclusive; . = no result given; + = active, no number; & = joins results of further samples; [ ] = another dose, or the depositor's remark. Unless noted, calls come from the whole dose curve; as a rule, active = well fitted curve in the direction sought with a large enough effect; inconclusive = small, poorly fitted or top-dose-only effect, or another doubt; inactive = no such curve, though single readings can be large; an effect the other way counts as inactive or inconclusive. Compounds as they come; overall some 24% were active at least once.

Results follow in this order: Cycloheximide cs, FBPA Giardia inh, Shiga toxin inh, Pf growth 48h, Sm TGR block, Pf growth 96h
- CC[C@H](C)[C@H](NC(=O)[C@H](Cc1ccccc1)NC(=O)[C@H](CCC(=O)O)NC(=O)[C@H](CCCCN)NC(=O)[C@H](C)NC(=O)[C@H](C)NC(=O)[C@H](CCC(N)=O)NC(=O)CNC(=O)[C@H](CCC(=O)O)NC(=O)[C@H](CC(C)C)NC(=O)[C@H](Cc1ccc(O)cc1)NC(=O)[C@H](CO)NC(=O)[C@H](CO)NC(=O)[C@@H](NC(=O)[C@H](CC(=O)O)NC(=O)[C@H](CO)NC(=O)[C@@H](NC(=O)[C@H](Cc1ccccc1)NC(=O)[C@@H](NC(=O)CNC(=O)[C@H](CCC(=O)O)NC(=O)[C@H](C)NC(=O)[C@@H](N)Cc1cnc[nH]1)[C@@H](C)O)[C@@H](C)O)C(C)C)C(=O)N[C@@H](C)C(=O)N[C@@H](Cc1c[nH]c2ccccc12)C(=O)N[C@@H](CC(C)C)C(=O)N[C@H](C(=O)N[C@@H](CCCCN)C(N)=O)C(C)C
    10, -1%, -3, ., ., .
- COc1ccc(C(=O)NCc2nnc(SCC(=O)NC3=NCCS3)n2C)cc1
    -2, ?, -10, 10%, -1%, 16%
- O=C(Cn1c(=O)cnc2ccccc21)NC1CCC(O)CC1 (stereo unspecified)
    ., ., ., 5%, -3%, 10%
- O=C1CC(N2CCc3ccccc32)C(=O)N1c1ccc(F)cc1 (stereo unspecified)
    2, 0%, 9, 12%, -1%[57.1 µM], ?
- COc1cccc(NC(=S)/C(=C(\[O-])c2ccc(OC(F)F)cc2)[n+]2ccccc2)c1
    20, ?, 24, i, -24%, ?
- CC(C)[C@H](NC(=O)c1ccccc1F)C(=O)NCCc1ccccc1
    7, -4%, 12, 13%, ?, 36%[activator]
- C=CCc1c(C)nc2c(C(=O)O)cnn2c1C
    2, 2%, -4, ?, -3%, 0%
- Cc1cc(OCC(=O)N2CCN(c3ccccc3)CC2)c2c(C)cc(=O)oc2c1
    -2, 3%, -19, 22%, -5%, 10%
- Cn1c(SCC(=O)N2CCCCCC2)nc2c(c1=O)SCC2
    8, ., -13, -26%, -21%, 4.7µM*
- CCOC(=O)CNC(=O)N1CCC(CCC(=O)N(C)Cc2ccccc2)CC1
    -1, 9%, -8, 6%, -28%, -8%

Results in Pf growth 48h, Cycloheximide cs and Shiga toxin inh (2 entries from above):
mol,Pf growth 48h,Cycloheximide cs,Shiga toxin inh
COc1ccc(C(=O)NCc2nnc(SCC(=O)NC3=NCCS3)n2C)cc1,10%,-2,-10
O=C(Cn1c(=O)cnc2ccccc21)NC1CCC(O)CC1 (stereo unspecified),5%,.,.

The list continues:
Results follow in this order: Cycloheximide cs, FBPA Giardia inh, Shiga toxin inh, Pf growth 48h, Sm TGR block, Pf growth 96h
- COc1ccc(-c2c(C#N)c(C)nc3c2C(=O)c2ccccc2-3)cc1
    -3, 0%, -4, -28%, -1%, ?
- O=C(N/N=C/c1cc(O)ccc1[N+](=O)[O-])c1ccc2c(c1)OCCO2
    15*, 4%, -15, 62%[activator], -10%, 274%[activator]
- Cn1c(Cn2c(=O)sc3ccccc32)nnc1SCC(N)=O
    -1, 0%, -2, 5%, 3%, -26%
- NC(=O)C(c1ccc(Cl)cc1)c1ncc(C(F)(F)F)cc1Cl (stereo unspecified)
    -3, 7%, -3, 31%[activator], 3%, 40%[activator]
- O=S(=O)(Nc1ncccc1O)c1ccc(Cl)cc1
    6, -8%, 16, 11%, 0%, 19%
- O=C(OCc1ccc(F)cc1)c1cccnc1Cl
    9, 13%, 25, 18%, 1%, 7%
- Cc1ccc(OCCn2cnc(Cl)c2Cl)cc1
    2, -4%, 35, -20%, ., ?
- C#CCn1c(=NC(=O)c2ccc(Br)s2)sc2cc(NC(C)=O)ccc21
    4, 8%, 10, 9%, -5%, 6%
- CCn1nc(C)c(Br)c1-c1nc(-c2cccc(C)c2)no1
    11, 0%, 1, 11%, -5%, 50%[activator]
- COc1ccc(-n2c(SCC(=O)Nc3ccc(Cl)cc3)nc(O)c(Cc3ccccc3)c2=O)cc1
    -2, 13%, 2, 20%, -19%, 23%

Carrying on:
Results follow in this order: Cycloheximide cs, FBPA Giardia inh, Shiga toxin inh, Pf growth 48h, Sm TGR block, Pf growth 96h
- O=C(NCc1ccccc1F)c1ccc2c(c1)OCO2
    24, -1%, 55, ., 8%, 27%
- Clc1ccccc1Cc1noc(CN2CCN(c3cnccn3)CC2)n1
    13*, -5%, 34, ?, -14%, ?
- O=C(NCCc1ccncc1)Nc1ccc(Cl)cc1
    1, 0%, 18, -3%, -15%, .
- O=S(Cc1cc(Sc2ccccc2)nc(-c2ccccc2)n1)c1ccccc1 (stereo unspecified)
    0, -11%, -5, ?, 2%, .
- CCCc1cc(=O)oc2cc(C)cc(OC(=O)c3ccco3)c12
    1, -16%, -4, ?, 1%, 2%
- Cc1cc(OCCN2CCCC2)cc(C(C)C)c1
    -2, -17%, -9, -3%, 3%, 10µM*
- COc1ccc(NC(=O)CC2C(=O)N(c3ccc(OC)cc3)C(=O)N2Cc2ccc(OC)c(OC)c2)cc1 (stereo unspecified)
    2, 1%, -3, ?, -6%&8%, 194%[activator]
- CC(C)CCNC(=O)c1ccccc1SCC(=O)NC1CCCCCCC1
    ., ., ., ?, -13%, ?
- COc1ccc(C(C(=O)NCc2ccccc2)N(C(=O)c2snc(C(N)=O)c2N)C2CCCC2)cc1O (stereo unspecified)
    -9, ., -6, 0%, -13%, ?
- O=C(COC(=O)c1ccc(F)cc1)NCCc1ccc(F)cc1
    -4, -4%, -4, -2%, 56%[activator], 28%

(next part)
Results follow in this order: Cycloheximide cs, FBPA Giardia inh, Shiga toxin inh, Pf growth 48h, Sm TGR block, Pf growth 96h
- Cc1[nH]c2ccccc2c1SCC(=O)N1CCC(C)CC1
    -8, 9%, -10, 5%, 17%, -18%
- CCCc1cc(=O)n2[nH]c(C)c(-c3ccc(Cl)cc3)c2n1
    -3, ?, -5, 12%, -1%, -4%
- CCC(c1nnnn1Cc1ccco1)N1CCN(c2cc(Cl)ccc2C)CC1 (stereo unspecified)
    -1, 4%, 15, ?, 0%, 1.5µM*
- Cc1ccc(NC(=O)COc2ccc3c(c2)OCO3)c(C)c1
    ., ., ., 125%[activator], 1%, 107%[activator]
- CC(NC(=O)c1ccccc1[N+](=O)[O-])C1CC2CCC1C2 (stereo unspecified)
    1, 5%, ., 24%, -2%, 39%[activator]
- CCOC(=O)c1cc(-c2ccc(OC)cc2)nc2c1c(C)nn2CCC(N)=S
    3, -8%, -9, ?, 1%, ?
- Nc1cc(=O)[nH]c(SCC(=O)Nc2cc(S(=O)(=O)N3CCOCC3)ccc2Cl)n1
    2, 16%, -27, 0%, 4%, -3%
- COc1ccccc1-c1cc(C(=O)Nc2sc3c(c2C#N)CCC(C)C3)c2ccccc2n1 (stereo unspecified)
    -1, 7%, -19, -1%, 21%, .
- Cc1ccc(/C(O)=C/c2nc3cc(C)ccc3oc2=O)cc1
    9, ?, 20, ?, -7%, ?
- C#CCn1c(-c2ccccc2)ccc(C#N)c1=O
    7, -3%, -9, 8%, 13%, -4%

Following part:
Results follow in this order: Cycloheximide cs, FBPA Giardia inh, Shiga toxin inh, Pf growth 48h, Sm TGR block, Pf growth 96h
- CCn1nnnc1SCC(=O)Nc1nc2ccc(OC)cc2s1
    25*, -3%, +, 35%[activator], -4%, .
- CCOc1ccc(NC(=O)C2CC(=O)N3CCCN=C3S2)cc1 (stereo unspecified)
    -2, -17%, -6, -6%, ?, .
- Cc1cc(C)c(-c2nc3ccccc3s2)[nH]1
    32*, -25%, 96*, 171%[activator], 1%, 144%[activator]
- CCNc1nnc(-c2ccccc2OC)s1
    -1, -1%, 73*, 23%, 0%, ?
- Cc1nn(-c2ccccc2)c2c1C(O)CC(C)(C)C2 (stereo unspecified)
    -3, -11%, -8, -7%, -7%, 31%[activator]
- CC(=O)NC12CC3CC(C1)CC(C(=O)N1CCN(S(=O)(=O)c4ccc(Cl)s4)CC1)(C3)C2
    6, ., 17, ?, -5%, ?
- Cc1noc(C)c1-c1ccc2ncnc(NCc3ccc(C(F)(F)F)o3)c2c1
    12, 0%, 16, ., ., .
- CCc1ccc(CN(C)C(=O)C2CCC(=O)N(CCc3ccc(OC)cc3)C2)nc1 (stereo unspecified)
    16, 11%, -1, 5%, 20%, ?
- CCOC(=O)c1c(Nc2ccccc2OCCOC)n[nH]c1C
    0, -4%, -13, ?, 5%, 9.3µM*
- CCCCN(C(=S)Nc1ccc(F)cc1)c1c(N)n(CCC)c(=O)[nH]c1=O
    1, 1%, -2, -4%, -10%, 25%

Other compounds follow:
Results follow in this order: Cycloheximide cs, FBPA Giardia inh, Shiga toxin inh, Pf growth 48h, Sm TGR block, Pf growth 96h
- Cc1cccc(OC(C)C(=O)OCC(=O)Nc2sccc2C(N)=O)c1 (stereo unspecified)
    ., ., ., 8%, 10%, 1%
- COc1ccc(CCC(C)NC2CCCCCCC2)cc1 (stereo unspecified)
    -3, -24%, -20, 30%, -12%, 1%
- CC(C)COc1ccccc1C(=O)NC(CO)C(=O)O (stereo unspecified)
    -2, 0%, 18, 18%, -35%, .
- O=C(Cc1ccc(Br)cc1)N1CCCC1
    6, -5%, 16, -6%, -4%, -3%
- C1CNCCOCCNCCN1
    -2, 3%, -13, 30%, -4%, ?
- C/C(=C/c1ccccc1)C(=O)N1CCN(c2ccccc2F)CC1
    1, 2%, 2, 0%, -4%, ?
- CC1=CC(C)C(C(=O)O)C(C(=O)N2CCN(C)CC2)C1 (stereo unspecified)
    -1, -3%, 21, 32%[activator], 0%, 6%
- Cc1cccc(C)c1NC(=O)CSc1nc2[nH]c(=O)cc(O)c2s1
    ., ., ., -28%, -4%, ?
- COC(=O)c1cc(=O)cc(C(=O)OC)o1
    -2, -1%, 10, 4%, -9%, ?
- CCOC(=O)C1=C(C)NC(=O)NC1c1ccc(N(CC)CC)cc1 (stereo unspecified)
    -8, -1%, -14, ., -15%, ?

Going on with the list.
Results follow in this order: Cycloheximide cs, FBPA Giardia inh, Shiga toxin inh, Pf growth 48h, Sm TGR block, Pf growth 96h
- Cc1cc(NC(=O)CSc2nnc(C(C)N(C)C)n2-c2ccc(F)cc2)no1 (stereo unspecified)
    -2, 5%, -5, -3%, ?, -2%
- COC(=O)NNC(=O)c1ccc(C)cc1
    10, 4%, 18, 31%[activator], 0%, 20%
- CCN(CC(=O)Nc1c(F)cccc1F)C(=O)/C=C/c1c(C)nn(-c2ccc(F)cc2)c1C
    ., ., ., ?, 1%, -22%
- COc1ccc(CNC(=O)CCCC(=O)Nc2cccc(Br)c2)cc1
    2, 2%, -10, -8%, 6%, -8%
- CCn1c(=N)c(S(=O)(=O)c2ccc(C)cc2)cc2c(=O)n3ccccc3nc21
    -1, 2%, 26, -12%, -6%[57.1 µM], ?
- Cc1nn(-c2ccc(N3CCOCC3)nn2)c(C)c1CCC(=O)Nc1ccccc1
    26*, ., 20, 34%[activator], ?, -14%
- Cn1nnnc1Sc1ncnc2scc(-c3ccccc3Cl)c12
    ., ., ., 12µM*, 4%, 1.7µM*
- COc1cc(NC(=O)CN(C)Cc2cccc(F)c2)c(C)cc1[N+](=O)[O-]
    -2, 4%, -12, ?, -3%, 21%
- Cc1cc2nc(C)n(CCCNC(=O)Nc3cccc4ccccc34)c2cc1C
    -4, 6%, -11, ., 0%, -6%
- COc1ccc(C2=NCCNC(C(F)(F)F)=C2)cc1
    -3, 0%, -5, -20%, 7%, ?
- COc1ccc(NC(=O)CCN2CCCC2)c(OC)c1
    -1, -10%, -2, 7%, 5%, -24%
- CC(C)(C)NC(=O)COC(=O)CCC(=O)c1ccc(Cl)cc1
    -3, 3%, 10, 50%, -4%, -4%
